High-throughput results (PubChem BioAssay)
DT40 TDP1 no CPT – qHTS for Inhibitors of human tyrosyl-DNA phosphodiesterase 1 (TDP1): qHTS in cells in absence of CPT; hit rate 15% among 420,000; DT40 Tdp1-/- hTDP1 cells, no CPT, ATP luminescence, 48 h; Potency, µM (series often up to 46.2 µM), without a hit: at the highest dose activity change, negative = growth inhibition, usual class: inhibitors; AID 686978, 2013; also: nearly all actives have a fitted effect of over 55% in size
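Luminescent ATP content (CellTiter-Glo) served as the growth readout. Knockout chicken DT40 cells expressing human TDP1 were exposed to compounds without camptothecin for a minimum 48 hr at 37 °C.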
DT40 TDP1 CPT – qHTS for Inhibitors of human tyrosyl-DNA phosphodiesterase 1 (TDP1): qHTS in cells in presence of CPT; chicken DT40 Tdp1-/-;hTDP1 cells + 20 nM CPT, ATP luminescence, 48 h; Potency, µM (series often up to 46.2 µM), for inactives: top-dose activity change, negative = growth inhibition, actives largely listed as inhibitors; hit rate 12% among 420,000; also: nearly all actives have a fitted effect of over 55% in size
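Chicken DT40 Tdp1-/- cells stably complemented with human TDP1 were seeded at 400 cells/well in medium containing 20 nM camptothecin, exposed to pin-transferred compounds, and grown at 37 °C for at least 48 hr. Viability was read as ATP luminescence.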
KAT2A inh – qHTS Assay for Inhibitors of GCN5L2; Histone acetyltransferase KAT2A (Homo sapiens), Q92830; GCN5L2 HAT assay, ThioGlo1 CoA-SH fluorescence; Potency, µM (doses to about 58.9 µM), for the others: top-dose activity change, negative = inhibition, actives largely listed as inhibitors; hit rate 0.21% among 390,000; AID 504327, 2011
Target sequence (Q92830 whole entry, looked up): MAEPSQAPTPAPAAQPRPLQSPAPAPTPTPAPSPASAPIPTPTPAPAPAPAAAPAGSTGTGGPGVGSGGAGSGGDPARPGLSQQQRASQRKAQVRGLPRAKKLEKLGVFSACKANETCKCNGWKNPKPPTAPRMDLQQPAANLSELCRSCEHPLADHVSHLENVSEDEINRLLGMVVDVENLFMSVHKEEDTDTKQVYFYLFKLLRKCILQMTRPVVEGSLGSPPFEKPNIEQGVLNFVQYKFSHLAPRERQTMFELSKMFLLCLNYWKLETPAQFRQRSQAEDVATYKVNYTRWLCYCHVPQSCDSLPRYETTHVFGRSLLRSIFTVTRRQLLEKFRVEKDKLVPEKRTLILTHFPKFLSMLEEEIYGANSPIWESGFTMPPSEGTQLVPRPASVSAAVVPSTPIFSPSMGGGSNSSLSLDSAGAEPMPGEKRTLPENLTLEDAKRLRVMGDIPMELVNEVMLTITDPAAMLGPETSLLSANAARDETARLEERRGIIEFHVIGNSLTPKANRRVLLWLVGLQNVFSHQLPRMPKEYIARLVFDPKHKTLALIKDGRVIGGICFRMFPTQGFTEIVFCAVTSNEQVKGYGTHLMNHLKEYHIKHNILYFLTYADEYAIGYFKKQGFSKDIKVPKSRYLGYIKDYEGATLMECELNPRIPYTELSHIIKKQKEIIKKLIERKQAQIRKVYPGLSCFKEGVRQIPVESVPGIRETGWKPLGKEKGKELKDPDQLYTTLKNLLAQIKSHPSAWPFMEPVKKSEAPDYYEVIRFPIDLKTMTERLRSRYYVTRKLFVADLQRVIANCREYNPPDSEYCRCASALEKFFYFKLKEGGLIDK
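Fluorescence readout, Ex340nm/Em540nm: ThioGlo1 (50uM final) reacts with free CoA thiol released as 20nM GCN5L2 acetylates H3(1-25) peptide (75uM) using acetyl-CoA (70uM). Compound and enzyme sat 15 min beforehand; 20 min room-temperature reaction.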
Numbers without * were called inactive; u = inconclusive; x = not tested or not shown; & = joins results of further samples. Calls follow the shape of the dose curve; as a rule, active = well fitted curve in the direction sought with a large enough effect; inconclusive = small, poorly fitted or top-dose-only effect, or another doubt; inactive = no such curve, though single readings can be large; an effect the other way counts as inactive or inconclusive. % is scaled to controls: 0 for no effect and ±100 for the full control effect; potency is read from the fitted curve at half-maximal effect.

SMILES | DT40 TDP1 no CPT | DT40 TDP1 CPT | KAT2A inh
CCCCn1c(N)c(N(CCC(C)C)C(=O)c2ccccc2C)c(=O)[nH]c1=O | -13% | -1% | -6%
CC(C)(C)c1ccc(C(=O)NC2(C(F)(F)F)NC(=O)N(CCc3ccccc3)C2=O)cc1 (configuration not stated) | 23µM* | 21µM* | -11%
Cc1cccc(C(=O)c2ccccc2C(=O)O)c1 | -7% | 4% | -1%
COc1cc(F)ccc1-c1csc(C(O)c2ccccc2)n1 (configuration not stated) | u | 26µM* | x
O=S1(=O)CC(N2CCCC2)CN1Cc1cn(Cc2ccc(F)cc2)nn1 (configuration not stated) | -15% | 14% | x
O=c1ccc(-c2n[nH]c(=S)n2-c2ccc(F)c(Cl)c2)n[nH]1 | -9% | 7% | -3%
CC1(C)C2CCC1(CS(=O)(=O)NCc1ccc(S(N)(=O)=O)cc1)C(=O)C2 (configuration not stated) | 0% | 1% | -2%
Cc1cccc(-n2ncc3c(N(C)C4CCCCC4)ncnc32)c1 | u | u | -12%
CCOC(=O)/C(N)=C/c1ncc(C(F)(F)F)cc1Cl | -10% | -22% | -5%
COc1cccc(C(=O)NC2CCN(CC(=O)Nc3ccccc3Cl)CC2)c1 | u | u | -9%
CCCCC(=O)Nc1ccc(C(=O)NNC(=O)CCCOc2ccc(Cl)cc2Cl)cc1 | -2% | 10% | -23%
NC(=O)c1c(NC(=O)c2ccccc2)sc2c1CCCC2 | -1% | -16% | -1%
CSCCC(NC(=O)c1ccc([N+](=O)[O-])cc1Cl)C(=O)OC1CCCCC1=O (configuration not stated) | 9% | -16% | -8%
O=C(CCc1ccc(S(=O)(=O)N2CCOCC2)cc1)OCC(=O)c1ccc(Br)cc1 | 2% | 10% | -3%
COc1ccc(NC(=O)C(=O)NCCCn2ccnc2)cc1 | -5% | 6% | 19%
CCCCCNC(=O)C(c1ccccc1)n1c(=O)c(-c2cc3ccccc3[nH]2)nc2ccccc21 (configuration not stated) | u | u | x
Nn1c(SCC(=O)Nc2nccs2)nnc1-c1ccco1 | 0% | 7% | -2%
Cc1ccc(NC(=O)CN2CCCC2c2cccs2)cc1S(=O)(=O)N1CCCCC1 (configuration not stated) | 23µM* | 18µM* | -10%
CCN(c1cccc(C)c1)S(=O)(=O)c1ccc2c(c1)N(C(C)=O)CCS2 | -19% | u | -16%
Cc1cccc(NC(=O)c2ccc(C)c(S(=O)(=O)N3CCCCC3)c2)n1 | u | u | -15%
COc1ccc(-c2ccc3oc(-c4ccc(OC)cc4)c(C#CCO)c3c2)cc1 | u | 23µM* | x
CSc1nc(-c2ccccc2)nn1S(=O)(=O)c1ccc(Cl)cc1 | -6% | -14% | -2%
Oc1ccc(Cl)cc1CNCc1ccc(Cl)cc1 | -14% | u | -5%
CCCN(C(=O)CSCc1c(C)noc1C)c1c(N)n(Cc2ccccc2)c(=O)[nH]c1=O | -1% | 6% | -9%
O=C(CN1C(=O)NC2(CCCCCCC2)C1=O)Nc1cccc(Br)c1 | 21µM* | 16µM* | -13%
CCN1C(=NCC2CC2)N[C@@H](c2cccc(C(F)(F)F)c2)C(C(=O)OC)=C1C | 10µM* | u | -7%&-8%
COc1ccc(C2NC(=O)N(C)C3=C2C(=O)CC(C)(C)C3)cc1OC (configuration not stated) | -22% | -2% | -5%
CCOCCCNS(=O)(=O)c1ccc2c(c1)CCN2C(C)=O | -18% | -25% | -11%
Cn1cccc1/C=C1\SC(=S)N(NC(=O)c2cccc(Cl)c2)C1=O | -19% | 9% | -11%
O=C(NC(=S)Nc1ccccn1)c1ccccc1 | u | -22% | 1%
Cc1ccc(S(C)(=O)=N/C=C2\C(=O)c3sccc3N(C)S2(=O)=O)cc1 (configuration not stated) | -17% | 0% | -5%
C=CC[C@H](CC(=O)N(CCO)Cc1ccccc1)C(=O)NCCOC(=O)[C@H](CC=C)CC(=O)OC(C)(C)C | 21µM* | 16µM* | 1%
O=C(Cc1ccccc1F)NCC(c1ccco1)N1CCCCC1 (configuration not stated) | -24% | 14% | 1%
Nc1nonc1-c1nc2ccccc2n1CC(=O)O | -20% | -4% | -9%
C/C=C/C=C/C(=O)N1CC2(CC(c3cccc(NC(=O)/C=C/C)c3)=NO2)C[C@@H]1C(N)=O (some centres not stated) | 1% | -7% | -2%
O=C(NC1CCN(S(=O)(=O)c2ccccc2)CC1)c1ccccc1 | -26% | -5% | -3%
C/C(N)=C(/C#N)C(=O)COC(=O)C1Cc2ccccc2CN1S(C)(=O)=O (configuration not stated) | -16%&-14% | 5%&-7% | -9%
CSCCNC(=O)C1(C)CCN1C(=O)C/C=C/c1ccccc1 (configuration not stated) | -12% | -3% | x
O=C(Cc1ccc(Cl)cc1)Nc1nnc2n1CCS2 | -13% | -18% | -6%
O=C(CO/N=C/c1ccccc1OC(F)F)NCc1ccco1 | 10% | -23% | -14%
COC(Cn1c(-c2cccc(S(=O)(=O)N(C)C)c2)n[nH]c1=S)OC | u | u | -1%
CCOc1ccccc1CNC(=O)CCCn1c(=O)c2cccn2c2ccc(F)cc21 | 12µM* | u | -16%
CCOc1ccc(CCNC(=O)CCc2c(C)nc3c(-c4ccccc4)c(C)nn3c2C)cc1OCC | u | u | -5%
O=C(NN1C(=O)C2CC=C(Cl)CC2C1=O)c1ccncc1 (configuration not stated) | 10% | 5% | 2%
Cc1cc(NC(=O)c2cc(CC(C)C)on2)no1 | 4% | -1% | 4%
CCN1CCN(CCCNC(=O)c2ccc3c(c2)NC(=O)c2ccccc2S3)CC1 | u | -25% | 1%
COc1ccc(OC)c(NC(=O)c2ccccc2NC(=O)c2ccco2)c1 | u | u | -18%
CSCCC(C(=O)Nc1ccc2c(c1)OCO2)N1C(=O)c2ccccc2C1=O (configuration not stated) | -7% | -15% | -1%
Cc1cccc(C)c1NC(=O)CCS(=O)(=O)c1cccc2nonc12 | -14%&-18% | -4%&-10% | -2%&-1%
Clc1ccccc1OCc1nn2c(-c3ccncc3)nnc2s1 | u | -30% | -2%
C[C@@H]1CN([C@H](C)CO)C(=O)CCCn2nncc2CO[C@H]1CN(C)C(=O)c1ccc(N2CCN(C)CC2)cc1 | 9% | 5% | x
Cc1cccc2c1cnn2C(=O)CCC(=O)NC1CCCCC1 | u | 6% | -5%
CC(C)(C)c1ccc(C(=O)Oc2ccc3c(c2)OCC3=O)cc1 | -20% | -24% | -9%
COc1ccccc1Cc1c(-c2ccc(OC)c(OC)c2)nc2ccc(Cl)cn12 | u | u | x
CCCS(=O)(=O)N1CCC(C(=O)N2CCN(Cc3ccccc3)CC2)CC1 | -13% | -12% | -3%
COc1ccc(OC)c(-n2c(-c3ccn[nH]3)n[nH]c2=S)c1 | -17% | 4% | -9%
COc1ccc(-n2cnnc2SCC(=O)Nc2cccc(S(=O)(=O)N3CCCCC3)c2)cc1 | u | 10% | -6%
COc1ccc2c(C)cc(SC3CCOC3=O)nc2c1 (configuration not stated) | -4% | 6% | 0%
CCOC(=O)/C(=C\Nc1ccccc1C(F)(F)F)Sc1ncc(C(F)(F)F)cc1Cl | u | u | -3%
CCCC/C=C1/CCC(CN(C)C)C1=O (configuration not stated) | 2.3µM* | 2.1µM* | x
(next part)
SMILES | DT40 TDP1 no CPT | DT40 TDP1 CPT | KAT2A inh
CCc1cccc(CC)c1NC(=O)Cn1nnc2sc(-c3ccccc3)cc2c1=O | 0% | 2% | -6%
Cc1ccc2c(CNCc3ccc(C)o3)c(C(=O)O)n(Cc3ccccc3C)c2c1 | u | u | -7%
CS(=O)(=O)c1ccc2nc(NC(=O)C3=NN(c4ccccc4)C(=O)CC3)sc2c1 | 4% | -2% | -10%
CC(=O)N1CCc2cc(S(=O)(=O)N3CCc4ccccc4C3)ccc21 | u | u | -2%
COc1ccc(NC(=O)Nc2cccc3c2O[C@H](CN(C)C(=O)NC(C)C)[C@@H](C)CN([C@H](C)CO)C3=O)cc1 | -21% | -3% | -1%
Cc1oc(-c2ccc(Cl)cc2)nc1CS(=O)CC(=O)NCCN1CCCCCC1 (configuration not stated) | u | -25% | -5%
CCOc1cc(C(N)=O)cc(Br)c1OCc1ccccc1 | -2% | -2% | -10%
Cc1cc(NC(=O)c2ccc(Cl)cc2)cc(C)c1OCC(=O)N1CCOCC1 | -6% | 7% | -9%
CN(CC(=O)Nc1cccc(F)c1)C(=O)Cc1n[nH]c(=O)c2ccccc12 | 0% | u | -27%
O=S(=O)(c1ccc(Br)s1)N1CCN(CCOc2ccccc2)CC1 | u | 21µM* | -7%
CCOC(=O)C1=C(CNCc2ccc(C)cc2)NC(=O)NC1c1ccc(OC)cc1 (configuration not stated) | 21µM* | 21µM* | -9%
Cc1oc(/N=C/c2ccc(F)cc2)c(C#N)c1C | -4% | -20% | -6%
CCCCSc1nnc(CCC)n1N | 0% | 7% | -1%
CC(C)[C@H](CO)Nc1nc(NCc2ccc(S(N)(=O)=O)cc2)c2ncn(C(C)C)c2n1 | u | u | -2%
Cc1cccn2c(=O)nc(SCC(=O)NCCc3ccccc3)nc12 | -11% | -2% | -1%
COc1cc(OC)cc(C2=Cc3ccc(OC)cc3C(CC(C)=O)N2c2ccc(C#CC3(N)CCCCC3)cc2)c1 (configuration not stated) | 26µM* | 5.2µM* | x
CC1C(=O)CCC1(C(=O)O)c1ccccc1 (configuration not stated) | u | u | -6%
CCOC(=O)c1c(C)[nH]c(C(=O)CN2C(=O)NC(C)(c3ccc(C)cc3)C2=O)c1C (configuration not stated) | 23µM* | u | -18%
CCn1c(SCC(=O)NC2CCCC2)nnc1C(C)NC(=O)c1ccccc1F (configuration not stated) | 12% | -10% | -2%
COc1cccc(N=C2CC(C)(C)CC(=O)/C2=C(/O)c2ccccc2)c1 | -25% | -7% | -16%
Cc1ccc(CS(=O)(=O)c2ncc(Cl)c(C(=O)Nc3ccc(OC(F)F)cc3)n2)cc1 | 3.7µM* | 3.7µM* | -6%
Cc1ccc(C(=O)N2CCC(C)CC2)cc1NC1=NC2CS(=O)(=O)CC2S1 (configuration not stated) | -5% | -22% | 0%
COc1ccc(OC2OC3COC(C)(C)OC3C(O)C2NC(C)=O)cc1 (configuration not stated) | 6% | 20% | 4%
CN(C)CC(c1ccccc1)c1ccccc1 | -6% | -2% | -5%
CCNC(=O)CC1C(=O)N(c2ccc(OC)cc2)C(=O)N1CCOC (configuration not stated) | 2% | -3% | 0%
O=C(c1cc2c(s1)CCCC2)n1cccn1 | u | -25% | -1%
O=c1c(F)cn(C2CCCO2)c(=O)n1Cc1ccc(Cl)cc1 (configuration not stated) | -14% | u | -3%
CCC(C)CN1C(=O)CN(S(C)(=O)=O)CC1(C)C(=O)NCc1ccccc1 (configuration not stated) | -13% | 9% | x
COC(=O)c1c(NC(=O)C2CCCCC2C(=O)O)sc2c1CCCCC2 (configuration not stated) | -23% | -3% | 1%
Cc1cccc(C)c1NC(=O)CSc1nnc(-c2ccncc2)n1Cc1ccco1 | 16% | 6% | 3%

13 entries from above, sorted by length of the SMILES, low to high.
SMILES | DT40 TDP1 no CPT | DT40 TDP1 CPT | KAT2A inh
O=C(Cc1ccc(Cl)cc1)Nc1nnc2n1CCS2 | -13% | -18% | -6%
CCOc1cc(C(N)=O)cc(Br)c1OCc1ccccc1 | -2% | -2% | -10%
Clc1ccccc1OCc1nn2c(-c3ccncc3)nnc2s1 | u | -30% | -2%
CCOCCCNS(=O)(=O)c1ccc2c(c1)CCN2C(C)=O | -18% | -25% | -11%
O=C(CN1C(=O)NC2(CCCCCCC2)C1=O)Nc1cccc(Br)c1 | 21µM* | 16µM* | -13%
O=S1(=O)CC(N2CCCC2)CN1Cc1cn(Cc2ccc(F)cc2)nn1 (configuration not stated) | -15% | 14% | x
CCn1c(SCC(=O)NC2CCCC2)nnc1C(C)NC(=O)c1ccccc1F (configuration not stated) | 12% | -10% | -2%
COc1ccc(C2NC(=O)N(C)C3=C2C(=O)CC(C)(C)C3)cc1OC (configuration not stated) | -22% | -2% | -5%
CCc1cccc(CC)c1NC(=O)Cn1nnc2sc(-c3ccccc3)cc2c1=O | 0% | 2% | -6%
CCC(C)CN1C(=O)CN(S(C)(=O)=O)CC1(C)C(=O)NCc1ccccc1 (configuration not stated) | -13% | 9% | x
Cc1ccc(S(C)(=O)=N/C=C2\C(=O)c3sccc3N(C)S2(=O)=O)cc1 (configuration not stated) | -17% | 0% | -5%
CSCCC(NC(=O)c1ccc([N+](=O)[O-])cc1Cl)C(=O)OC1CCCCC1=O (configuration not stated) | 9% | -16% | -8%
CCCCCNC(=O)C(c1ccccc1)n1c(=O)c(-c2cc3ccccc3[nH]2)nc2ccccc21 (configuration not stated) | u | u | x
